# BRCA1 expr up = BRCA1 expression activation; Potency, µM (series often up to 46.1 µM), for inactives: at the highest dose activation, actives largely listed as activators; 380,000 tested, 1.1% active; MCF7-BRCA1-FFLuc reporter, luminescence, 48 h; response scale: scaled: vehicle 0%, 10 µM genistein 100%; active = well fitted activation curve with a large enough effect; inconclusive = small, poorly fitted or top-dose-only effect; inactive = no such curve, though single readings can be large or run the other way; note: nearly all actives have a fitted effect of over 80% in size; some results filed as inactive show a strong effect at the top dose
#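 Cells: MCF7-BRCA1-FFLuc, 2000/well. Exposure: 48 h, 37 °C, 5% CO2. Read: luminescence, 15 min post-substrate. Controls: genistein 10 microM (maximal activation), DMSO (neutral).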
# * marks the source's active call; other numbers are inactive results; ? = inconclusive; & = joins results of further samples; [ ] = dose if it differs, or a comment. Potency is the fitted concentration of half-maximal effect. Not all compounds are listed; count on the stated rates, not on these rows.
Molecule | BRCA1 expr up
O=C(CC(=O)c1ccccc1)CS(=O)(=O)c1ccccc1 | 4%
CC(C)NC(=O)C1(C)Cc2c(-c3ccc(C(N)=O)cc3)ccnc2O1 (stereo unspecified) | 16%
COc1ccc(CN2C[C@@H](CO)O[C@@H](n3cnc4c(NCc5ccco5)ncnc43)C2)cc1 | 0%
O=C(OCC(=O)c1c[nH]c2ccccc12)c1ccc(F)c(S(=O)(=O)N2CCOCC2)c1 | -2%
Cc1ccn2c(CC(C)(C)C)c(-c3ccc(F)cc3)nc2c1 | ?
O=C(O)CNC(=O)C1(N2C(=O)c3ccccc3C2=O)CCCC1 | -6%
COC(=O)c1ccc2nc(-c3ccc(Cl)cc3)c(Cc3ccccc3OC)n2c1 | -26%
COC(=O)c1ccc(SCc2ccccc2)nc1 | 39%
COc1ccc(/C=C/C(=O)OCC(=O)N2c3ccccc3CC2C)cc1OC (stereo unspecified) | 15%
COC(=O)c1cccc(NC(=O)c2cnn(C)c2)c1 | -9%
CCN1C(=O)[C@H]2[C@@H](c3ccc(C)cc3)N[C@]3(CCCN(Cc4ccc(OC)cc4)C3=O)[C@H]2C1=O | 0%
CCC(=O)N1Cc2cc(C(=O)NCCOC)nc(-c3cccc(-c4ccc(C#N)cc4)c3)c2[C@H]1CCO | 18%
O=C(Nc1cc(F)ccc1F)c1ccc2c(=O)n3c(nc2c1)CCC3 | ?
CCCN(CC(=O)Nc1ccccc1C)C(=O)C1CC(=O)N(c2ccccc2OCC)C1 (stereo unspecified) | 0%
S=c1c2[nH]cnc2ncn1CCSc1ncnc2nc[nH]c12 | -25%
CC(C)N1CC2(CC(c3ccccc3F)=NO2)CN1C(=O)c1ccc(C(C)(C)C)cc1 (stereo unspecified) | 3%
Clc1ccc2c(-c3ccccc3)nc(-c3cccs3)nc2c1 | 14%
CN(Cc1ccc(F)cc1)C(=O)CN1CCN(S(=O)(=O)c2ccc3c(c2)OCCCO3)CC1 | -6%
CN1CCn2cnc(C(=O)N3CCN(c4ccccc4)CC3)c2C1=O | 16%
C(=Nc1cccnc1)c1ccc2ccccc2n1 | -5%
CC(C)(C)OC(=O)N(Cc1ccccc1)Cc1ccccc1OCc1cccc(NC(=O)C2CC2)c1 | -23%
C[C@@H]1CN([C@H](C)CO)C(=O)CCCn2cc(nn2)CO[C@H]1CN(C)C(=O)Nc1cccc(F)c1 | -3%
CCN(c1ccccc1)S(=O)(=O)c1cccc(C(=O)N(C)CC(=O)Nc2ccc(F)c(F)c2F)c1 | -33%
CC(=O)Nc1cccc(-c2ccnc3c2CC(C(=O)NCc2cccs2)O3)c1 (stereo unspecified) | -34%
CCC(=O)N1CCc2cc(Br)c(S(=O)(=O)CCC(=O)NCCOC)cc21 | -14%
C=CCn1c(Cn2c(-c3cnccn3)nc3ccccc32)nc2ccccc21 | 22%
COC[C@@H]1CCCN1c1ccc2c(c1)O[C@H](COCc1ccccc1)CN([C@H](C)c1ccccc1)S2(=O)=O | -18%
COc1ccc(C(=O)N2CCC(C)(C(=O)O)C2)c(OC)c1 (stereo unspecified) | 0%
COc1cccc(C(=O)NC2CC3CCCC(C2)N3Cc2ccc(F)cc2)c1 (stereo unspecified) | -1%
O=C(Cc1cccc(NC(=O)C2CCCN(C(=O)C3CCC3)C2)c1)Nc1cccc(C(=O)N2CCOCC2)c1 (stereo unspecified) | 13%
Cc1ccc(CN2C(=O)CCC2(C)c2nnnn2-c2c(C)cccc2C)cc1 (stereo unspecified) | -9%
CC(C)NC(=O)c1cc(C2CCCCN2C(=O)OCCF)on1 (stereo unspecified) | 20%
CSc1ccc(Cn2c(C)c(C(=O)NCc3cccs3)sc2=O)cc1 | 0%
CNc1nc(Oc2cccc(F)c2)c2sccc2n1 | -8%
COc1ccc(-c2nn(-c3ccccc3)cc2CNC[C@H]2O[C@@H](n3ccc(=O)[nH]c3=O)[C@H](O)[C@@H]2O)cc1 | 0%
CCOC(=O)C1=C[C@@H](C(C)(C)C)N(S(=O)(=O)c2ccccc2C)[C@H]1c1ccc(Cl)cc1 | -23%
Cc1cc(NC(=O)COC(=O)CCn2c(C)csc2=O)c([N+](=O)[O-])cc1C | -3%
CC(=O)Nc1ccc(/C(N=Nc2ccccc2)=N/N=C(N)N)cc1 | 1%
CC(=CC(=O)c1ccccc1)c1ccccc1 | 61%
CCOC(=O)c1cc(-c2sc(NC(=O)c3ccccc3)nc2C)n(Cc2ccccc2)n1 | -59%
COc1ccccc1CNc1nc(Nc2ccc(C)cc2C)c2sccc2n1 | -25%
COc1ccc([C@H]2N[C@]3(CCCN(Cc4ccc(C)cc4)C3=O)[C@H]3C(=O)N(Cc4ccccc4)C(=O)[C@@H]23)cc1 | -3%
O=C1CCCC(=O)N1CCCCCCN1C(=O)CCCC1=O | 12%
CCOC(=O)C1(CCOC)CCCCC1=O (stereo unspecified) | 2%
CCN(CC)C(=O)c1cccc(-c2csc(C(C)(O)c3ccccc3)n2)c1 (stereo unspecified) | 0%
Cn1ncc2c(NCCc3ccccc3)nc(Cl)nc21 | 13%
CN1C[C@@H]2[C@@H]3C(=O)N(Cc4ccccc4)C(=O)[C@@H]3[C@](Cc3ccccc3)(C1=O)N2C(=O)c1ccccc1 | -1%
Cc1ccccc1Oc1ccc2c(c1)[C@@H]1C[C@H](N(C)C(=O)c3cccnc3)[C@H]([C@H](C)O)C(=O)N1CC2 | 0%
C[C@H]1CN([C@@H](C)CO)C(=O)CCCn2cc(nn2)CO[C@@H]1CN(C)C(=O)Nc1cccc(C(F)(F)F)c1 | 7%
CCCCn1nnnc1C1(C)CCC(=O)N1c1ccc(N2CCOCC2)cc1 (stereo unspecified) | 19%
Cc1cccc(C)c1NC(=O)NS(=O)(=O)c1ccccc1 | 0%
COc1cc(C=NOC(=O)Nc2ccccc2)cc(OC)c1OC | 8%
COc1ccccc1CC1(C)C(=O)Nc2c(Cl)cccc21 (stereo unspecified) | 7%
CC1(C(=O)NS(=O)(=O)c2ccccc2)CCN1C(=O)Cc1ccc(-c2ccccc2)cc1 (stereo unspecified) | 7%
Cc1ccc(SCc2c(C(=O)N/N=C/c3ccco3)nnn2-c2nonc2N)cc1 | -33%
CSc1ncnc2c1ncn2CCCNCCc1ccccn1 | 18%
Nc1ccn([C@@H]2O[C@H](C(=O)N[C@H](COC=O)Cc3ccccc3)[C@@H](O)[C@H]2O)c(=O)n1 | 1%
C=CC(=O)N1C/C(=C/c2ccc(Cl)cc2)C(=O)/C(=C\c2ccc(Cl)cc2)C1 | -84%
c1ccc(CSc2cc3ccccc3[nH]2)cc1 | ?
COc1ccc(CN(C)C(=O)c2cc(-c3ccccc3)nc3ccc(C)cc23)c(OC)c1 | -96%[inhibitor]

# Remaining list, next part
Molecule | BRCA1 expr up
CCc1nc2ccc(C(=O)N3CCN(S(=O)(=O)CC)CC3)cn2c1N(CC)CCN(C)C | -6%
CCCN1CCN(C(=O)Cn2nc(C)n3c(cc4c(OC)cccc43)c2=O)CC1 | 9%
O=C(CCl)N1c2ccccc2Sc2c1ccc1ccccc21 | -61%
Cc1cc(-c2ccc(NS(=O)(=O)c3ccccc3)c(C)c2)ccc1NS(=O)(=O)c1ccccc1 | -49%
CC(C)C[C@@H]1O[C@H](CCc2ccccc2)CC2=C1C(=O)OC(C)(C)O2 | 2%&-2%
CN1CCc2nc(SCC(=O)Nc3ccc(Cl)cc3)c(C#N)cc2C1 | ?
Cc1ccc(N(O)C(C)(C)C)cc1 | -7%
C=CCN1C(=O)C(=Cc2ccc3c(c2)CCC3)SC1=S | -8%
O=C(COC(=O)/C=C/c1ccc(F)cc1)NC(=O)NCc1ccccc1 | -10%
COc1ccc(C(=O)CC(C(=O)O)c2ccc3c(c2)OCO3)cc1OC (stereo unspecified) | 0%
O=C(NCc1ccc(F)cc1)c1cc(C2CCCN(C(=O)c3ccc4c(c3)CCO4)C2)on1 (stereo unspecified) | -29%
COc1ccc(C(C)(O)c2nc(-c3cccc(F)c3)cs2)cc1 (stereo unspecified) | -37%
COCCNC(=O)C1CCCN(Cc2cccc(C#N)c2)CC1 (stereo unspecified) | 1%
Cc1ccc(C(=O)N2CCCC2(C)C(=O)NCC(C)C)cc1F (stereo unspecified) | -8%
CC(=O)Nc1ccc(SCC(=O)NC(=O)c2ccc(Cl)cc2)cc1 | -10%
O=C1CCC(CCc2nc3ccccc3[nH]2)(c2ccccc2)C(=O)N1 (stereo unspecified) | -22%
OC1(C#Cc2c(-c3ccsc3)oc3ccc(N4CCOCC4)cc23)CCCCC1 | -72%
CCOC(=O)C1=C(C)N(CCC(=O)O)C(=O)NC1c1ccccc1Cl (stereo unspecified) | 8%
CCc1nc2c(OCc3ccc(F)cc3)cccn2c1N(C)C(=O)C(C)C | 0%
C=CCCC(=O)N1C[C@H]2CON(C)[C@H]2C[C@H]1c1ccc(-n2ccnc2)cc1 | -5%
COc1ccc([C@H]2C[C@@H](n3cc(-c4ccc(F)cc4)nn3)[C@H](O)CN2CC2CCCCC2)cc1 | -17%
CCc1nc2ccc(C(=O)NCCNC(C)=O)cn2c1N(C)CCCc1ccccc1 | 2%
CC(=O)C1CCC2C3CCC4CC(=O)CCC4(C)C3C(C)(O)CC12C (stereo unspecified) | -28%
O=C(Nc1ccccc1)[C@@H]1CC=C[C@@H]2CCN(C3CCCCC3)C(=O)[C@@H]21 | 0%
C[C@H](CO)N1C[C@H](C)[C@@H](CN(C)Cc2ccccn2)Oc2ncc(-c3ccccc3)cc2C1=O | -4%
C[C@@H]1CN([C@@H](C)CO)C(=O)c2cc(C#CC3CCCCC3)cnc2O[C@@H]1CN(C)S(=O)(=O)c1ccc(F)cc1 | -80%[inhibitor]
CC(C)C(=O)N1CCN(c2ccccc2NC(=O)c2ccc3c(c2)OCCO3)CC1 | -19%
NC(c1csc(Nc2ncccn2)n1)C1CCCCC1 (stereo unspecified) | 27%
COc1ccc(C(=O)NCC(=O)NCc2ccc3c(c2)OCO3)cc1[N+](=O)[O-] | 6%
CC(C)[C@H](NS(=O)(=O)c1ccccc1)C(=O)OCc1cc([N+](=O)[O-])cc2c1OCOC2 | -28%
COc1cccc(OC)c1-c1cc(CCCc2cc(-c3c(OC)cccc3OC)nc3ccccc23)c2ccccc2n1 | -73%
CCc1nc2ccc(C(=O)Nc3cc(-c4ccccc4)ccc3OC)cn2c1N(C)Cc1nccs1 | -58%
O=C1[C@H]2[C@@H](c3ccc(C(F)(F)F)cc3)N[C@]3(CCCN(Cc4ccco4)C3=O)[C@H]2C(=O)N1Cc1ccccc1 | -1%
CNc1ncnc2c1ncn2-c1ccccc1 | 84%
COc1ccc(-c2noc3c2-c2nc(-c4ccccc4Cl)sc2CC3)cc1 | -20%
CC(C)C1C(=O)N(Cc2cn(CCC3OCCO3)nn2)CCS(=O)(=O)N1Cc1ccc(-c2ccccc2Cl)cc1 (stereo unspecified) | -57%
O=S(=O)(NC1CCc2ccccc21)c1ccccc1 (stereo unspecified) | 4%
O=c1c2ccccc2nnn1CSc1nc2cc(Cl)ccc2c(=O)n1Cc1ccco1 | -5%[1.84 µM]
CC(C)NC(=O)C1(C)CCN1C(=O)c1ccccc1F (stereo unspecified) | 18%
O=C1O[C@@H](c2ccccc2)C[C@@H](O)C(=O)CCCCc2ccccc21 | -8%
O=S(=O)(O)c1ccc(NN=Cc2ccccc2O)cc1 | -2%
O=C(Nc1ccc(F)c(Cl)c1)c1csc([C@H]2C[C@H](O)[C@@H](CO)O2)n1 | 97%
COc1ccc(C(O)c2nc(-c3cc(F)cc(Cl)c3)cs2)cc1 (stereo unspecified) | -34%
O=C(NCc1cccnc1)c1cc(C2CCCN(C(=O)c3ccc4c(c3)CCO4)C2)on1 (stereo unspecified) | 8%
CN1CCN(C(=O)N(c2ccccc2)c2ccccc2)CC1 | -19%
COc1cccc(C(O)c2nc(-c3cccc(C(=O)O)c3)cs2)c1 (stereo unspecified) | 45%
CC1CC2(CC(CN(C3CCCCC3)C3CCCCC3)OC2=O)C(=O)O1 (stereo unspecified) | 20%
CN1CCN(c2ccc(-c3cc(NC=O)c4ncc(-c5ccc(F)c(Cl)c5)n4c3)cc2)CC1 | -33%
OC[C@@H]1CN(Cc2ccc(F)cc2)C[C@H](n2cnc3c(N4CCN(c5ccccc5)CC4)ncnc32)O1 | -42%
CCCCCC(=O)N1C[C@H](O)[C@@H](n2cc(-c3ccc(F)cc3)nn2)C[C@@H]1c1ccc(Cl)cc1 | -18%
CCCS(=O)(=O)NC(=O)C1(C)CCN(C(=O)c2cccnc2Oc2ccccc2)C1 (stereo unspecified) | 0%

# Screening data (PubChem)
